# Source: PubChem (National Center for Advancing Translational Sciences (NCATS))
# KB-3-1 tox = kills parental KB-3-1 adenocarcinoma cells; KB-3-1 viability, CellTiter-Glo ATP luminescence, 72 h; Potency, µM (top dose mostly 46.1 µM), without a hit: at the top dose activity change, negative = cytotoxic, most hits filed as cytotoxic; hit rate 1.4% among 400,000; also: potency is read from the fitted curve at half-maximal effect; % is scaled to controls: 0 for no effect and ±100 for the full control effect; nearly all actives have a fitted effect of over 60% in size
#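 Viability of parental KB-3-1 cells, measured by CellTiter-Glo luminescence, followed a 72 h incubation at 37 °C with pinned compounds in phenol-red-free DMEM containing 10% FBS.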
# MCF10A rereplic = inducers of DNA re-replication in MCF 10A breast cells. hit rate 2.9% among 350,000. MCF 10A DNA re-replication, Hoechst nuclear intensity, 48 h. Potency, µM (top dose mostly 46.1 µM), for inactives: top-dose activity, positive = re-replication, actives largely listed as activators. AID 624296; also: potency is read from the fitted curve at half-maximal effect; % of control where 0% means no effect; nearly all actives have a fitted effect of over 50% in size
# KB-V1 cytotox = kills drug-selected multidrug resistant KB-V1 cells; KB-V1 MDR cells viability, CellTiter-Glo, 72 h; Potency, µM (highest dose often 46.1 µM), for inactives: at the top dose activity change, negative = cytotoxicity, most hits filed as cytotoxic; hit rate 3.4% among 400,000; also: potency is read from the fitted curve at half-maximal effect; % is scaled to controls: 0 for no effect and ±100 for the full control effect; nearly all actives have a fitted effect of over 60% in size
#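 Drug-selected KB-V1 cells, grown in DMEM lacking phenol red with 10% FBS, receive compound titrations; after three days at 37 degrees C, surviving cell ATP is quantified by CellTiter-Glo luminescence and responses normalized and curve-fitted.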
# GLP1R cytotox = cytotoxicity counter-screen for GLP-1 receptor inverse agonists. HEK293 cAMP-luciferase reporter cells, luminescence, 24 h. Potency, µM (titrated, usually from 38.3 µM), for inactives: at the highest dose activity change, negative = inhibition, most hits filed as inhibitors. hit rate 0.13% among 410,000;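 also: loss of luciferase light is scored as toxicity; potency is read from the fitted curve at half-maximal effect; % is scaled to controls: 0 for no effect and ±100 for the full control effect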
#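 A 23 nL compound transfer followed 12 hours of cell culture at 37 deg C; exposure then lasted 24 hr. Luciferase assay detection reagent was dispensed and plates read for luminescence after a 12 min room-temperature wait.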
# HT1080 IDH1KD tx = toxicity to HT-1080 IDH1 knockdown cells (counter line) | Potency, µM (top dose mostly 46.1 µM), without a hit: at the top dose activity, negative = toxicity, hits mostly cytotoxic | hit rate 2% among 360,000 | AID 686971 | HT-1080 IDH1 knockdown viability, ATP luminescence, 48 h;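 also: potency is read from the fitted curve at half-maximal effect; 0% = DMSO wells and -100% = cell-free medium wells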
#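 Viability of IDH1-knockdown HT-1080 fibrosarcoma cells was assessed by CellTiter-Glo after 48 h at 37 °C with titrated compound; concentration-effect curves were classified by fit quality and response size.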
# IL-1B inflam inh = inflammasome signaling inhibition, IL-1 beta readout; THP-1 LPS/ATP IL-1B secretion, AlphaLISA, 16 h; active compounds read low; activity change, % at 57.5 µM; hit rate 4.7% among 360,000; AID 743279; in the data active = activity change below about -50%; inconclusive = mostly about -30% to -49%; also: % is scaled to controls: 0 for no effect and ±100 for the full control effect
#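 THP-1 cells pretreated 1 hr with compounds (up to 57.5 uM final), then stimulated with LPS (250 ng/mL final) plus ATP (1.25 mM final); secreted IL-1B measured by AlphaLISA after 16 hr, decreased signal indicating inhibition.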
# D3 ag = activates the human D3 dopamine receptor; P35462; D3R DiscoveRx beta-arrestin cells, luminescence, 90 min; max activation, %; hit rate 0.58% among 410,000; AID 652048; in the data active = max activation above about 30%; also: 0% is about no effect; mostly tested at two doses, the higher about 12 µM
# Target sequence (P35462 whole entry, looked up): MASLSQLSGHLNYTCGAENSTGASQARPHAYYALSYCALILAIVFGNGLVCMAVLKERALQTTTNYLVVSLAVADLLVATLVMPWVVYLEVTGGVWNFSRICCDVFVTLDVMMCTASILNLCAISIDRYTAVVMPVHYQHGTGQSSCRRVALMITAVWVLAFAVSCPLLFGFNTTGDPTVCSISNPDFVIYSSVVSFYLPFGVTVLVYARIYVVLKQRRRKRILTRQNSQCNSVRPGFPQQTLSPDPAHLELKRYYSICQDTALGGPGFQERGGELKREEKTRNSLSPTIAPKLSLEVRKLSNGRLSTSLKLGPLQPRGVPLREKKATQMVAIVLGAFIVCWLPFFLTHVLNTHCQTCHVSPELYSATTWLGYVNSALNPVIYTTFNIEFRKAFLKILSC
#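 Agonist mode: compounds and dopamine controls were applied to plated cells for 90 min at 37 degrees C after an overnight attachment at 1500 cells/well. Luminescent read-out followed 30 - 60 minutes at room temperature with DiscoveRx detection reagent.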
# HT1080NT lethal = kills 2HG-producing HT-1080-NT fibrosarcoma cells | Potency, µM (titrated, usually from 46.1 µM), without a hit: top-dose activity, negative = less viability, hits mostly cytotoxic | HT-1080-NT fibrosarcoma viability, CellTiter-Glo ATP luminescence, 48 h | AID 686970 | hit rate 1.6% among 360,000;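 also: NT is the 2HG producing partner of a matched IDH1 knockdown line; potency is read from the fitted curve at half-maximal effect; 0% = DMSO-treated cells and -100% = media-only wells without cells; nearly all actives have a fitted effect of over 55% in size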
#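 750 cells/well, RPMI + 5% FBS; 2 h settle, compound pin-transfer, 48 h at 37 degrees C. CellTiter-Glo 10 min RT, luminescence. Normalized to DMSO and media-only wells.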
# SW480 rerep = DNA re-replication induction in SW480 cells; hit rate 1.8% among 340,000; AID 624297; Potency, µM (top dose mostly 46.1 µM), inactives show at the highest dose re-replication activation, hits mostly activators; SW480 DNA re-replication, Hoechst DNA content imaging, 48 h; also: potency is read from the fitted curve at half-maximal effect; % of control where 0% means no effect; nearly all actives have a fitted effect of over 55% in size
#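 First, 250 cells per well were seeded. Next, compound or vehicle (23 nL) was pinned in, plates sat 48 hr at 37 C. Finally Hoechst was added for 40 min before fluorescence scanning.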
# * = called active by the depositor; ? = inconclusive; nt = not tested or not shown; [ ] = dose if it differs, or a comment. Unless noted, calls follow the shape of the dose curve; as a rule, active = well fitted curve in the direction sought with a large enough effect; inconclusive = small, poorly fitted or top-dose-only effect, or another doubt; inactive = no such curve, though single readings can be large; an effect the other way counts as inactive or inconclusive. This is a random part of the collection (roughly 11% active in at least one column).
SMILES,KB-3-1 tox,MCF10A rereplic,KB-V1 cytotox,GLP1R cytotox,HT1080 IDH1KD tx,IL-1B inflam inh,D3 ag,HT1080NT lethal,SW480 rerep
Cc1ccc(N(CC(=O)NCCc2ccc(F)cc2)S(=O)(=O)c2ccc(Cl)c([N+](=O)[O-])c2)c(C)c1,?,?,27%,?,21µM*,-96*,-9,?,?
CC(C)c1ccc2oc(=O)cc(CN3CCCCC3)c2c1,-6%,?,-2%,30%,12%,-2,-7,18%,-12%
CC1=C(C(N)=O)C(c2cccs2)NC(=S)N1 (stereo not drawn),2%,-6%,4%,8%,-1%,0,-2,6%,-1%
Cc1ccc(NCC(=O)N=Nc2c(O)n(C)c3ccccc23)cc1,9%,0%,0%,-3%,-3%,-11,2,1%,-9%
CC(=O)c1c(C)[nH]c(C(=O)NCc2ccc(C)cc2)c1C,2%,12%,0%,-5%,0%,53,4,12%,0%
Cc1nccn1CC(=O)c1ccccc1,-3%,nt,0%,0%,2%,-1,0,4%,nt
CC1Sc2ccc(S(=O)(=O)CCC(=O)N3CCCC3)cc2NC1=O (stereo not drawn),0%,-6%,?,1%,-1%,12,-1,-6%,1%
CSc1ccc(CNC(=O)C2(C)CCN2C(C)C)cc1 (stereo not drawn),0%,nt,5%,1%,13%,7,-3,19%,nt
COc1ccc(NC(=O)c2ccccc2NC(=O)C2CCCCC2C(=O)O)cc1 (stereo not drawn),-2%,-4%,1%,-6%,-3%,10,-1,7%,-3%
Cc1[nH]c2ccccc2c1C(O)CN1CCC2(CC1)OCCO2 (stereo not drawn),8%,-3%,7%,-11%,3%,0,-5,-3%,-11%
COc1cc(OC)c(NS(=O)(=O)c2coc(C(N)=O)c2)cc1Cl,10%,2%,8%,-13%,10%,9,1,0%,0%
Cc1ccc(-n2c(C)cc(C(=O)COC(=O)c3c(C)noc3C)c2C)cc1,18µM*,18%,6.5µM*,-10%,-21%,-58*,2,-24%,16%
Cc1ccc(NC(=O)C[n+]2cc(-c3ccccc3)n3c2CCC3)c(C)c1,-14%,4%,?,4%,-16%,-16,-18,-16%,2%
COc1ccc(/C(O)=C2/C(=O)C(=O)N(CCN(C)C)C2c2ccccn2)cc1OC (stereo not drawn),12%,9%,29%,-9%,2%,24,-1,8%,-3%
O=C(COC(=O)c1ccc(Cl)nc1)NCCc1ccccc1,21%,-2%,29%,0%,-1%,6,-9,1%,5%
COc1ccc(NC(=O)CSc2nnc(-c3ccccc3)n2N)cc1,0%,-5%,0%,0%,-6%,-29,1,-1%,-2%
CC(C)(C)C(=O)CSc1ncnc2c1cnn2Cc1ccccc1,?,?,?,1%,-13%,-3,3,-7%,12%
CCOC(=O)C1(CC2CCCCO2)CCN(Cc2nc(C(C)C)cs2)CC1 (stereo not drawn),?,14%,?,3%,-22%,?,-12,-4%,17%
CC(Oc1ccccc1)C(=O)N1CCN(c2ccc(N3CCCCCC3)nn2)CC1 (stereo not drawn),22%,?,8%,25%,0%,-10,-3,2%,0%
COc1cc2c(cc1OC)CN(C(=O)c1cccs1)CC2,8%,15%,-8%,2%,27%,?,-2,16%,-7%
CN(Cc1ccccc1)c1nc2c(c(=O)[nH]c(=O)n2C)n1CCSc1nc2ccccc2[nH]1,-4%,4%,1%,9%,-6%,8,-6,0%,-1%
CCOC(=O)c1c(C)[nH]c(C(=O)COC(=O)/C=C/c2ccc(OC(F)F)cc2)c1C,0%,6%,-29%,-2%,-1%,13,7,1%,-5%
CSc1ncccc1C(=O)N1CCN(S(=O)(=O)c2ccc3c(c2)OCCO3)CC1,-13%,2%,-4%,3%,7%,4,2,1%,-19%
CN(C)S(=O)(=O)c1cccc(C(=O)Nc2ccc3c(c2)CCC3)c1,-3%,2%,?,-3%,-4%,-21,-11,-28%,-3%
CN(C)c1ccc(C#Cc2ccc3cc(CCO)oc(=O)c3c2)cc1,14%,12µM*,21%,-7%,5%,24,28,-7%,?
COc1cc(C(=O)OCCNC(=O)c2ccncc2)cc(OC)c1OC,-3%,-1%,16%,25%,-2%,30,-4,3%,-6%
CCN1C(=O)CC(N2CCC(C(=O)OC)CC2)C1=O (stereo not drawn),1%,2%,21%,2%,9%,10,3,8%,-2%
COc1cc(NC(=O)CN2C(=O)CN(C)C2=O)c(C)cc1[N+](=O)[O-],-3%,-7%,-15%,-6%,?,-6,-5,?,-10%
O=C(COC(=O)c1ccco1)NNC(=O)c1ccc(Cl)cc1,-1%,-2%,-11%,-3%,0%,-1,1,0%,-8%
Cc1cccc(NCC(=O)N/N=C/c2cccc(Br)c2)c1,-1%,26%,?,?,0%,?,4,13%,-2%
C[C@]12c3[nH]c4ccccc4c3CCN1C(=O)C(CC(=O)NCc1cccc(C(F)(F)F)c1)C[C@@H]2C(=O)N1CCOCC1 (stereo partly drawn),0%,?,0%,-3%,-3%,?,4,1%,6%
Cc1nn(CC(=O)NCCCN2CCN(C)CC2)c(=O)c2cc(-c3ccccc3)nn12,2%,?,?,-3%,12%,-11,-3,1%,-4%
O=C(CCc1ccc(S(=O)(=O)NCc2ccccc2)cc1)NCC1CCCO1 (stereo not drawn),3%,-4%,3%,17%,12%,13,-2,17%,-54%[inhibitor]
CCc1ccc(S(=O)(=O)Nc2ccc3oc(C)c(C(=O)OCCOC)c3c2)cc1,-3%,nt,-6%,-7%,nt,nt,9,nt,nt
CCCN1Cc2cccc(C(=O)Nc3cc(C)cc(C)c3)c2C1=O,-2%,nt,3%,-5%,nt,nt,7,nt,nt
CC(=O)Nc1ccc(S(=O)(=O)NC(C)C(=O)NCCc2ccc(F)cc2)cc1 (stereo not drawn),-1%,1%,4%,3%,10%,22,-4,5%,0%
CC(C)=C1SC(N2CCCCC2)=NC1=O,2%,19%,12%,-3%,9%,-18,-4,4%,-1%
CC(C)(C)NC(=O)C(c1ccc(OCC(N)=O)cc1)N(C(=O)c1cccnc1)C1CC1 (stereo not drawn),-3%,?,5%,4%,0%,-2,-1,-4%,-1%
COc1ccc(CCNC(=O)CSc2nn(-c3ccccc3)c(=S)s2)cc1,4%,7%,-5%,3%,2%,-4,-7,6%,-14%
COc1ccc(-n2c(SCCNCCO)nc3sc4c(c3c2=O)CCCC4)cc1,?,?,-28%,?,?,-75*,-14,?,?
CC(=O)c1cccc(NC(=O)COC(=O)c2cccs2)c1,7%,?,4%,2%,2%,-14,-9,-8%,14%
CSc1ccccc1NC(=O)c1cccnc1,-13%,1%,-14%,1%,-8%,-1,-16,5%,2%
Fc1ccccc1C1c2cccn2CCN1C(=S)Nc1cccc(Br)c1 (stereo not drawn),-16%,1%,6%,-1%,4%,0,-2,1%,?
CCn1c(SCC(=O)Nc2nnc(C)s2)nc2c(c1=O)SC(C)C2 (stereo not drawn),-13%,2%,-9%,-5%,0%,24,3,3%,0%
N#Cc1ccsc1NC(=O)COC(=O)CCS(=O)(=O)c1ccccc1,19%,-1%,20%,1%,-1%,-6,6,7%,-4%
Cc1ccc(S(=O)(=O)NCc2ccccc2)cc1C(=O)N1CCCCC1,-1%,0%,-9%,-7%,3%,3,1,16%,-1%
COc1ccccc1-c1nc(S(=O)(=O)c2ccccc2)c(N2CCC(C)CC2)o1,-20%,nt,2%,-1%,nt,nt,8,nt,nt
COc1ccccc1-c1oc2ccccc2c1C#CC(C)(C)O,-12%,-5%,27%,6%,3%,-6,13,4%,-9%

# Reprinted at random: four records from the list.
SMILES,KB-3-1 tox,MCF10A rereplic,KB-V1 cytotox,GLP1R cytotox,HT1080 IDH1KD tx,IL-1B inflam inh,D3 ag,HT1080NT lethal,SW480 rerep
COc1ccccc1-c1oc2ccccc2c1C#CC(C)(C)O,-12%,-5%,27%,6%,3%,-6,13,4%,-9%
Fc1ccccc1C1c2cccn2CCN1C(=S)Nc1cccc(Br)c1 (stereo not drawn),-16%,1%,6%,-1%,4%,0,-2,1%,?
COc1ccccc1-c1nc(S(=O)(=O)c2ccccc2)c(N2CCC(C)CC2)o1,-20%,nt,2%,-1%,nt,nt,8,nt,nt
CC(C)(C)NC(=O)C(c1ccc(OCC(N)=O)cc1)N(C(=O)c1cccnc1)C1CC1 (stereo not drawn),-3%,?,5%,4%,0%,-2,-1,-4%,-1%

# (listing goes on)
SMILES,KB-3-1 tox,MCF10A rereplic,KB-V1 cytotox,GLP1R cytotox,HT1080 IDH1KD tx,IL-1B inflam inh,D3 ag,HT1080NT lethal,SW480 rerep
COc1cc2c(cc1OC)C(C)N(C(=O)c1ccc(Br)o1)CC2 (stereo not drawn),21µM*,17%,13µM*,13%,-20%,-16,-3,-23%,20%
CC(C)(C)NC(=O)CN(C(=O)c1csnn1)c1ccccc1-c1ccccc1,-1%,-14%,-7%,-6%,-3%,-2,8,0%,-4%
CN(C)CCCNC(=O)OC1CC2CC1[C@H]1CCCCN1C2=O (stereo partly drawn),18%,nt,8%,3%,9%,22,6,19%,nt
COc1ccc(CCNC(=O)C/C(C)=N/NC(=O)COc2ccc(C)cc2Br)cc1OC,-5%,-3%,-3%,10%,-2%,-2,-4,-9%,-7%
Cc1nc(SCC(=O)Nc2ccc3[nH]c(=O)[nH]c3c2)nc(C)c1C,-4%,1%,-13%,-11%,-4%,-3,-6,-1%,2%
CC(C)Oc1ccc(C(=O)Nc2c3c(nn2-c2ccccc2)CS(=O)(=O)C3)cc1,nt,-3%,nt,-14%,11%,-16,0,8%,7%
O=C(N/N=C/c1cc2c(cc1Cl)OCO2)c1ccccn1,-9%,-2%,0%,-3%,-12%,-19,-16,4%,-7%
O=C(O)Cc1ccc(NC(=O)C(c2ccccc2)c2ccccc2)cc1,-2%,1%,-2%,16%[7.66 µM],10%,9,5,7%,-2%
